SSB-PriA inh – blocks PriA binding to SSB C-terminal tail. AlphaScreen SSBct-PriA binding, biotinylated peptide. inhibition, % at 33 µM. 0.6% of 430,000 active. AID 1272365; in the data active = inhibition mostly above about 37%, no sharp cut-off; inactive = mostly below about 20%;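 note: plate controls were negative control peptide for no effect and reference peptide for full effect; strong numbers were not always called active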
Numbers without * were called inactive; & = joins results of further samples. This is a subset. The share of hits here may be higher or lower than overall.

SMILES | SSB-PriA inh
Cc1nc(-c2ccc(S(=O)(=O)NCC(O)c3csc4ccccc34)cc2)co1 (configuration not stated) | 3
Nc1nc(-c2ccccc2)c(C(=O)c2ccccc2)s1 | 1
Cc1nnc(NN=Cc2c(Cl)cccc2Cl)n1N | -4
O=C(NCC[C@H](O)c1ccoc1)C(=O)Nc1ccc(F)cc1F | -4
O=C(c1ccc(Cl)s1)N1CCc2oncc2C1 | 0
O=C(NCCN1CCN(c2ccccc2F)CC1)C(=O)NC1CCCCCC1 | -2
N#Cc1ccccc1NC(=O)c1ccc(C(=O)Nc2ccccc2C#N)s1 | 3
CC(C)CCNC(=O)c1ccc(C2Nc3ccccc3S(=O)(=O)N2)cc1 (configuration not stated) | -19
CNC(=O)CS(=O)(=O)C1CCN(C(=O)c2cc3ccccc3o2)CC1 | -5
Cc1ccc(S(=O)(=O)N=Cc2ccc(N(C)C)cc2)cc1 | -16
NC(=O)c1cc2cc(F)ccc2[nH]1 | -12
COCC(=O)N1CCCc2ccc(NC(=O)C3(c4ccc(Cl)cc4)CCCC3)cc21 | -9
COC(=O)N1CCc2c(sc(NC(=O)C(C)C)c2-c2nc3ccccc3s2)C1 | -3
CC(=O)Nc1ccc(S(=O)(=O)NN=Cc2cccnc2)cc1 | 1
Cc1c(Cl)cccc1NC(=O)C(=O)NCC1CCN(c2ccccn2)CC1 | -5
COc1ccc(C)cc1NC(=O)C(=O)NCC(c1ccc2c(c1)CCN2C)N(C)C (configuration not stated) | 53*
Cc1cc(NC(=O)C2CCCN2S(=O)(=O)c2ccc(F)cc2)on1 (configuration not stated) | -8
CCN(CC)Cc1c(C(=O)NN=Cc2ccc(C)o2)nnn1-c1nonc1N | 0
O=C(NC(=S)NC1CCS(=O)(=O)C1)c1ccc(Cl)cc1Cl (configuration not stated) | -8
C(=NNc1ccccn1)c1ccc2c(c1)OCCO2 | 0
Cc1nnc(C2CCN(C(=O)C3CCN(S(C)(=O)=O)CC3)CC2)s1 | 8
Cc1ccc(CNC(=O)CSc2nnc(-c3ccncc3)o2)cc1 | 16
Cc1cc(C)c2sc(=NC(=O)c3cccc([N+](=O)[O-])c3)n(C)c2c1 | -4
CCOc1ccc(-c2ccnc3c(C(=O)NCc4ccccc4Cl)cnn23)cc1 | -7
COC(=O)c1ccccc1NC(=O)CC(C)=NNC(=O)CC#N | -4

Rewritten tab-delimited: part of the list above.
molecule	SSB-PriA inh
Cc1nnc(NN=Cc2c(Cl)cccc2Cl)n1N	-4
O=C(NCC[C@H](O)c1ccoc1)C(=O)Nc1ccc(F)cc1F	-4
O=C(c1ccc(Cl)s1)N1CCc2oncc2C1	0
O=C(NCCN1CCN(c2ccccc2F)CC1)C(=O)NC1CCCCCC1	-2
N#Cc1ccccc1NC(=O)c1ccc(C(=O)Nc2ccccc2C#N)s1	3
CC(C)CCNC(=O)c1ccc(C2Nc3ccccc3S(=O)(=O)N2)cc1 (configuration not stated)	-19
CNC(=O)CS(=O)(=O)C1CCN(C(=O)c2cc3ccccc3o2)CC1	-5
Cc1ccc(S(=O)(=O)N=Cc2ccc(N(C)C)cc2)cc1	-16
NC(=O)c1cc2cc(F)ccc2[nH]1	-12
COCC(=O)N1CCCc2ccc(NC(=O)C3(c4ccc(Cl)cc4)CCCC3)cc21	-9
COC(=O)N1CCc2c(sc(NC(=O)C(C)C)c2-c2nc3ccccc3s2)C1	-3
CC(=O)Nc1ccc(S(=O)(=O)NN=Cc2cccnc2)cc1	1
Cc1c(Cl)cccc1NC(=O)C(=O)NCC1CCN(c2ccccn2)CC1	-5
COc1ccc(C)cc1NC(=O)C(=O)NCC(c1ccc2c(c1)CCN2C)N(C)C (configuration not stated)	53*
Cc1cc(NC(=O)C2CCCN2S(=O)(=O)c2ccc(F)cc2)on1 (configuration not stated)	-8
CCN(CC)Cc1c(C(=O)NN=Cc2ccc(C)o2)nnn1-c1nonc1N	0
O=C(NC(=S)NC1CCS(=O)(=O)C1)c1ccc(Cl)cc1Cl (configuration not stated)	-8
C(=NNc1ccccn1)c1ccc2c(c1)OCCO2	0
Cc1nnc(C2CCN(C(=O)C3CCN(S(C)(=O)=O)CC3)CC2)s1	8
Cc1ccc(CNC(=O)CSc2nnc(-c3ccncc3)o2)cc1	16
Cc1cc(C)c2sc(=NC(=O)c3cccc([N+](=O)[O-])c3)n(C)c2c1	-4

(cont.)
SMILES | SSB-PriA inh
COc1cccc(COc2coc(C(=O)NCc3ccccn3)cc2=O)c1 | 9
Cc1ccnc(NC(=O)NCCCSc2nc(C)cc(C)n2)n1 | -5
O=C(COc1ccccc1)Nc1noc2ncccc12 | -20
COc1ccc2nc(N(CCN3CCOCC3)C(=O)c3ccccc3S(C)(=O)=O)sc2c1 | 0
CCOc1ccc(CON=Cc2c(C)[nH]c(=O)[nH]c2=O)cc1 | -10
COCCCn1c(=O)c2ccccc2n(Cc2nc(-c3ccccc3Cl)no2)c1=O | -4
COc1cccc2cc(-c3csc(N)n3)oc12 | 39
O=S(=O)(c1ccccc1)C1CCN(S(=O)(=O)/C=C/c2ccccc2)CC1 | -10
Cc1sc(NC(=O)c2ccc(F)cc2)c(CN2CCN(C(=O)c3ccco3)CC2)c1C | -15&-2
CCCCOc1ccc(C(=O)Nc2ccc3c(c2)N(CCOC)CCC3)cc1 | 22
COc1cc(-c2cc(C(=O)N3CCC(n4ccnn4)CC3)[nH]n2)cc(OC)c1OC | 9
CC1(C)Oc2ccc3ccc(=O)oc3c2C(=NO)C1=O | -6
O=c1c2nccnc2n(Cc2cccc(C(F)(F)F)c2)c(=O)n1Cc1ccc(F)cc1 | 7
COc1cccc2cc(C(=O)NCCCn3ccc4cccnc43)oc12 | -8
O=C1C(=Cc2cccc([N+](=O)[O-])c2)C(=O)c2ccccc21 | -8
Cn1nc(CN(C(=O)C2CC2)C2CCCC2)c2c1CCC2 | -7
Cc1ccc(C(O)=C2C(=O)C(=O)N(CCN(C)C)C2c2ccccc2F)cc1 (configuration not stated) | -22
COCCn1c(SCC(=O)c2ccc(C)cc2)nc2cc(C(=O)NC3CCCC3)ccc2c1=O | 5
CCOC(=O)c1c(NC(=O)C(C)(C)C)sc2c1CCC2 | -15
COc1nn(C)cc1C(=O)NCCCn1ccnc1 | -2
CCOC(=O)c1ccc(NC(=O)Cn2nc(-c3ccccn3)n(C)c2=O)cc1 | -1
O=S(=O)(NCCn1ccnc1C1CC1)c1ccccc1Br | -18
CC(C)NC(=O)C(=O)NC[C@](C)(O)c1ccc(-c2ccccc2)cc1 | -13
Fc1ccc(C=NNC(=S)Nc2ccc(Cl)cc2Cl)cc1 | 0
CC(=NNC(=O)c1ccc(Cl)c(Cl)c1)c1cccc(NC(=O)C(C)C)c1 | -29

The list goes on:
SMILES | SSB-PriA inh
O=C(Cn1cnc(-c2ccccc2)cc1=O)c1ccc2c(c1)OCO2 | -7
Cc1cc(NC(=O)c2cc(C)on2)n(-c2nc3ccc(F)cc3s2)n1 | -8
O=C(CN1CC(c2nc(-c3ccco3)no2)C1)NC[C@H]1CCCO1 | -5
O=C(C1CCCN1S(=O)(=O)c1ccc(Cl)cc1)N1CCCc2ccccc21 (configuration not stated) | 10
O=C(CSCc1ccccc1)NCC1CCN(C(=O)c2ccncc2)CC1 | -2
Cc1ccc(C=NNC(=O)c2nnn(-c3nonc3N)c2C(C)C)s1 | -30
Cc1cn2c(=O)c(C(=O)Nc3ccc(Br)c(C)c3)cnc2s1 | 4
O=C(Cc1ccc(F)cc1)NCCCS(=O)(=O)N1CCN(c2ccccn2)CC1 | -2
COc1ccc(Br)c(C(=O)Nc2ccsc2-c2nc(C)no2)c1 | 4
CC1(C)COc2cc(NS(=O)(=O)c3ccc(Cl)s3)ccc2NC1=O | -10
CC(C)c1ccc(S(=O)(=O)NCC2CCN(C3CCCC3)CC2)cc1 | -10
COc1coc(C(=O)Nc2ccc3c(c2)OCCO3)cc1=O | 2
CCOc1ccccc1NC(=O)C12CCC(C)(C(=O)C1)C2(C)C (configuration not stated) | -14
Cc1nnc(NC(=O)CSc2nnc(CNC(=O)c3ccc(C(C)(C)C)cc3)n2-c2ccc(F)cc2)s1 | -9
C[C@](O)(CNC(=O)NCc1cccs1)c1ccc(-c2ccccc2)cc1 | -8
COc1ccc(NC(=O)Cc2csc(Nc3cccc(C(F)(F)F)c3)n2)c(OC)c1 | -5
COC(=O)NN=Cc1cn(CCOc2ccc(OC)cc2)c2ccccc12 | -2
COc1ccc(C)cc1NC(=O)C(=O)NCC(c1ccsc1)N1CCc2ccccc2C1 (configuration not stated) | -5
COc1ccc(C(C)=NOC/C(O)=C(\C#N)c2nc3ccccc3[nH]2)cc1OC | -22
O=C(NN=CC1CCCCC1)c1ccccc1-n1cccc1 | 5
COc1ccc(SCC(=O)Nc2nnc(-c3ccc(S(=O)(=O)N(C)C)cc3)o2)cc1 | -6&0
COc1cccc(C2C(C(=O)OC(C)C)=C(C)N=c3sc(=Cc4ccc(C(=O)O)cc4)c(=O)n32)c1 (configuration not stated) | -10
CC(=NNC(=O)Cc1c(C)[nH][nH]c1=O)c1ccc(O)cc1 | -4
O=C(Nc1ccc2c(c1)N(C(=O)C1CCCC1)CC2)c1cc2ccccc2oc1=O | 6
O=C(NCCc1ccc(N2CCCC2)cc1)C(=O)NCc1ccc2c(c1)OCO2 | 3

(listing goes on)
SMILES | SSB-PriA inh
O=C(Nc1cccc(-c2csc(NC(=O)C3=COCCO3)n2)c1)C1=COCCO1 | 13
O=C(CCc1c(Cl)cccc1Cl)NC[C@H]1CCCN(c2nccs2)C1 | -6
COc1ccc(C)cc1Nc1nc(C(N)=O)cs1 | 1
C=CCN1C(=O)C(C)(C)COc2ccc(NC(=O)c3cccc(F)c3)cc21 | 29
O=C(NCCC1=CCCCC1)c1ccc2c(=O)nc3c(-c4cccc(C(F)(F)F)c4)n[nH]n3c2c1 | 6
CO[C@@H](CNC(=O)Cc1cccc2ccccc12)c1ccsc1 | -16
O=C1NCCOc2ccc(NS(=O)(=O)CCc3ccccc3)cc21 | 8
COc1ccc(NC(C)=C2C(=O)C(=O)N(CCO)C2c2ccc([N+](=O)[O-])cc2)cc1 (configuration not stated) | 3
COc1ccc(-c2nnc(NC(=O)c3cc4ccccc4oc3=O)s2)c(OC)c1 | -13
Cc1cc(C)n(CCNC(=O)NCc2ccc(Cl)cc2)n1 | -12
N#Cc1c(NC(=O)c2cccc(Cl)c2)sc2c1CCCCC2 | -12
CCc1nc(-c2c(C)[nH]c(-c3ccccc3)c2-c2c(-c3ccccc3)noc2CC)n[nH]1 | 7
Cc1c(NC(=O)N2CCCC2)c(=O)n(-c2ccccc2)n1C | -3
CSC(N)=NC(=S)Nc1cccc(Cl)c1 | -6
Cc1cccc(Oc2nc3ccccn3c(=O)c2/C=C(\C#N)c2nc3ccccc3s2)c1 | -9
COc1ccc(S(=O)(=O)c2c(C)cc(C)n(CC(=O)Nc3cc(Cl)ccc3OC)c2=O)cc1 | 0
O=c1c(-c2nc(-c3ccccc3Cl)no2)cccn1Cc1cc(=O)n2ccccc2n1 | 2
CC(=NNC(N)=S)c1ccc(Br)s1 | 10
CCCc1cc(=O)[nH]c(-n2nc(C)cc2NC(=O)c2cc3ccccc3o2)n1 | -7
O=C(c1cncc(Br)c1)N1CC(N2C(=O)C3CC=CCC3C2=O)C1 (configuration not stated) | -20
CCCCC12CN3CCN(CC(C3)C1=NNC(=O)c1ccccc1N)C2 | 2
COc1cccc2sc(N3CC(OC(=O)c4cnc5ccccc5n4)C3)nc12 | 7
COC(=O)Nc1ccc(S(=O)(=O)NCC2CCN(C(=O)c3ccccc3F)CC2)cc1 | 10
O=C(NCc1cccs1)C(=O)Nc1cc(F)ccc1F | 8
O=C(NCc1ccccn1)C(=O)Nc1ccon1 | -5

In the list so far, these have a cyano group:
SMILES | SSB-PriA inh
N#Cc1ccccc1NC(=O)c1ccc(C(=O)Nc2ccccc2C#N)s1 | 3
COC(=O)c1ccccc1NC(=O)CC(C)=NNC(=O)CC#N | -4
COc1ccc(C(C)=NOC/C(O)=C(\C#N)c2nc3ccccc3[nH]2)cc1OC | -22
N#Cc1c(NC(=O)c2cccc(Cl)c2)sc2c1CCCCC2 | -12
Cc1cccc(Oc2nc3ccccn3c(=O)c2/C=C(\C#N)c2nc3ccccc3s2)c1 | -9

(cont.)
SMILES | SSB-PriA inh
COc1cncc(OC2CCCN(C(=O)Cn3cccn3)C2)n1 (configuration not stated) | -16
COc1ccc(NC(=O)Nc2ccc3nc(C)n(-c4ccccc4)c(=O)c3c2)cc1OC | -3
CC1CCc2cc(F)ccc2N1C(=O)C1CN(C(=O)c2cnccn2)C1 (configuration not stated) | -21
Cc1noc(C)c1S(=O)(=O)NCCC(O)c1ccc2c(c1)OCO2 (configuration not stated) | 8
COc1cc(C(=O)Nc2sc3c(c2C#N)CCC3)cc(OC)c1OC | -7
CC(=O)c1ccc(Nc2ccnc3c(C)cccc23)cc1 | -2&-2
CC(=O)N1CC(C(=O)N2CCN(c3ccc(Cl)c(Cl)c3)CC2)C1 | -15
Cc1c(-c2n[nH]c(=S)n2C)sc2nc3n(c(=O)c12)CCC3 | 0
O=C(c1sc2ccccc2c1Cl)N1CCN(CCN2C(=O)c3cccc4cccc(c34)C2=O)CC1 | -12
C=CCn1c(=NC(=O)c2ccc(SC)cc2)sc2ccccc21 | -14
C/C(=N\NC(=O)c1ccccc1)C1C(=O)c2ccccc2C1=O | 18
COc1cccc2cc(C(=O)Nc3ccccc3Cc3nc(-c4cccs4)no3)oc12 | -8
O=C(NCCc1ccoc1)c1ccccc1Cl | 10
CN(C)CCCN1C(=O)C(O)=C(C(=O)c2ccco2)C1c1cccc(Br)c1 (configuration not stated) | 2
Cc1cc(=O)n(CC(=O)Nc2ccc(F)c(Cl)c2)c(-c2ccncc2)n1 | -11
CS(=O)(=O)N1CCCC1C(=O)Nc1nc2cc3c(cc2s1)OCO3 (configuration not stated) | -10
O=C(NCCOc1cccc(C(F)(F)F)c1)c1ccc(S(=O)(=O)N2CCOCC2)cc1 | -9&2
CC(C)CNC(=O)Cc1csc2nc(-c3ccccc3)cn12 | -19
Cc1nc(Nc2ccc(NC(=O)Nc3ccccc3Cl)cc2)cc(-n2cccn2)n1 | -3
CN=c1scc(C)n1N=Cc1cc(Br)c(O)c(OC)c1 | 26
CN(CC(=O)Nc1nccs1)S(=O)(=O)c1cccs1 | 7
C=CCn1c(=NC(=O)c2ccc(S(=O)(=O)N3CC(C)OC(C)C3)cc2)sc2cc(OC)c(OC)cc21 (configuration not stated) | -15

Screens from PubChem.
